# IDH1 R132H inh: human IDH1 R132H inhibition; O75874; 390,000 compounds, 0.093% hits; Potency, µM (highest dose often 76.6 µM), inactives show at the top dose activity change, negative = inhibition, usual class: inhibitors; IDH1-R132H enzyme, NADPH consumption, diaphorase/resazurin fluorescence; AID 602179; also: potency is read from the fitted curve at half-maximal effect; % is scaled to controls: 0 for no effect and ±100 for the full control effect; nearly all actives have a fitted effect of over 65% in size
# Target sequence (O75874 whole entry R132H, stated change not applied): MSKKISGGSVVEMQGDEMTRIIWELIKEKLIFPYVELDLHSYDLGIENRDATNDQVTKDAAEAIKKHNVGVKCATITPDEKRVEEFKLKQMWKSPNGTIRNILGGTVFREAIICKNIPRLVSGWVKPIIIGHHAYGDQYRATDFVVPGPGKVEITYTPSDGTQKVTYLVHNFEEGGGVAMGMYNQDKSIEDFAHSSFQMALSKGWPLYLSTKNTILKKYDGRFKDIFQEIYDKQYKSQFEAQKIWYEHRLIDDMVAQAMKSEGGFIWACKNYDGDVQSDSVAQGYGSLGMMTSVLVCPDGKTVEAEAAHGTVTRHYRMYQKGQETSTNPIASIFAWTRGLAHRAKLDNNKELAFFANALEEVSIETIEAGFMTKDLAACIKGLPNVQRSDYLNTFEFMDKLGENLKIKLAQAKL
#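 IDH1-R132H (0.5 ug/mL) preincubated 30 min with compound, then NADPH (0.016 mM) and alpha-KG (2 mM) added; 80 min at RT, pH 7.5. Remaining NADPH coupled via diaphorase/resazurin to fluorescence (540/590 nm); concentration-response curves normalized to no-enzyme control.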
# RGS4 inh: blocks human RGS4-accelerated GTP hydrolysis; Potency, µM (series often up to 114 µM), without a hit: top-dose activity change, negative = inhibition, hits mostly inhibitors; 390,000 compounds, 0.039% hits; P49798; Transcreener GDP fluorescence polarization, RGS4-accelerated GTP hydrolysis; also: potency is read from the fitted curve at half-maximal effect; % is scaled to controls: 0 for no effect and ±100 for the full control effect; nearly all actives have a fitted effect of over 75% in size; some results filed as inactive show a strong effect at the top dose
# Target sequence (P49798 whole entry, looked up): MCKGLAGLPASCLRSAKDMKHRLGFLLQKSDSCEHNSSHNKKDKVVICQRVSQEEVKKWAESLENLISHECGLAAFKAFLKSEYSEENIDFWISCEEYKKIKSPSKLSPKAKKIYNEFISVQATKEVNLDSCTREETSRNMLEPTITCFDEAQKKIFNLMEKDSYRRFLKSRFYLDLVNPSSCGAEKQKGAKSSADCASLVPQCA
#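 MLSMR compounds (23 nl, pin-transferred) preincubated 10 min at room temperature with a 500nM (2x) first reagent, then RGS4 at 900nM (2x) plus Transcreener GDP mix added; fluorescence polarization (620/688 nm) read before and after 90 min at 30 °C.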
# USP1-UAF1 inh: inhibitors of human USP1/UAF1 deubiquitinase. 390,000 compounds, 0.23% hits. Potency, µM (highest dose often 57.1 µM), for the others: at the top dose activity change, negative = inhibition, most hits filed as inhibitors. O94782. recombinant USP1/UAF1, Ub-Rhodamine cleavage fluorescence. AID 743255; also: potency is read from the fitted curve at half-maximal effect; % is scaled to controls: 0 for no effect and ±100 for the full control effect; nearly all actives have a fitted effect of over 60% in size; inactives centre near -12
#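 In this screen, compounds sit with the deubiquitinase complex (1nM) for 15 min at room temperature before Ub-Rho is added at 150nM final. Fluorescence rise is then followed for 6 reads every 60 seconds.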
# Vif-A3F inh: inhibitors of Vif-A3F interaction | HeLa A3F-eYFP + Vif (tagged APOBEC3F with the HIV-1 protein that degrades it), YFP fluorescence increase | Potency, µM (series often up to 46.1 µM), for inactives: top-dose activity, negative = active | 390,000 compounds, 0.2% hits | AID 602313; also: potency is read from the fitted curve at half-maximal effect; % of control where 0% means no effect; nearly all actives have a fitted effect of over 65% in size
#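 HeLa cells stably expressing Vif plus C-terminally eYFP-tagged A3F were seeded, incubated overnight at 37 deg C, dosed with compound, incubated overnight again at 37 deg C. Yellow fluorescence (Ex 488/Em 500-530) reported blocked Vif-mediated A3F-eYFP degradation.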
# TrxR1 inh: inhibitors of rat thioredoxin reductase 1 | Potency, µM (highest dose often 114 µM), for inactives: at the highest dose activity change, negative = inhibition, most hits filed as inhibitors | recombinant rTrxR1, NADPH fluorescence consumption, selenite substrate | 390,000 compounds, 1% hits; also: potency is read from the fitted curve at half-maximal effect; % is scaled to controls: 0 for no effect and ±100 for the full control effect; nearly all actives have a fitted effect of over 65% in size
#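 Rat TrxR1 (90 nM in the dispensed reagent) was pre-reduced with 400 uM NADPH for 5 min at room temperature, then incubated with compound for 15 min. After 400 uM selenite was added, NADPH fluorescence (Ex 340/Em 450 nm) was followed for 8 min.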
# LDHA block: LDHA (human) enzyme inhibition. activity change, % (values are at about 110 or 230 µM). P00338. AID 1347041. 480,000 compounds, 0.15% hits. purified LDHA, NADH/diaphorase-resazurin fluorescence; hits give low values; in the data active = activity change below about -30%; inconclusive = mostly about -25% to -30%;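 also: plate controls were DMSO wells for no effect and wells without enzyme for full effect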
#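 Human LDH5 (2 nM) was incubated with 0.06 mM NADH and 0.2 mM pyruvate for 5 min at room temperature in Tris pH 7.4. Remaining NADH was coupled through diaphorase/resazurin, and resorufin fluorescence was read at 0 and 20 min.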
# TrxR1 substrate: is turned over as a substrate by rat TrxR1 | O89049 | purified TrxR1 substrate turnover, NADPH consumption readout | Potency, µM (series often up to 114 µM), without a hit: at the top dose activity change, negative = substrate turnover | 390,000 compounds, 0.01% hits | AID 588456; also: potency is read from the fitted curve at half-maximal effect; % is scaled to controls: 0 for no effect and ±100 for the full control effect; nearly all actives have a fitted effect of over 50% in size
#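 Rat TrxR1, dispensed at 90 nM, was prereduced with 400 uM NADPH (final) for 5 min at ~22 deg C, then incubated with compound 15 min before 400 uM selenite. A first-read NADPH fluorescence drop versus no-compound background flagged substrates.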
# Vif-A3G inh: inhibitors of Vif-APOBEC3G interaction; Q9HC16; HeLa A3G-eYFP + Vif (tagged APOBEC3G with the HIV-1 protein that degrades it), YFP fluorescence, overnight; Potency, µM (top dose mostly 46.1 µM), inactives show top-dose activity, negative = active, hits mostly inhibitors; 410,000 compounds, 0.076% hits;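 also: potency is read from the fitted curve at half-maximal effect; % is scaled to controls: 0 for no effect and ±100 for the full control effect; nearly all actives have a fitted effect of over 60% in size; hits raise eYFP signal because A3G escapes Vif-driven loss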
# Target sequence (Q9HC16 whole entry, looked up): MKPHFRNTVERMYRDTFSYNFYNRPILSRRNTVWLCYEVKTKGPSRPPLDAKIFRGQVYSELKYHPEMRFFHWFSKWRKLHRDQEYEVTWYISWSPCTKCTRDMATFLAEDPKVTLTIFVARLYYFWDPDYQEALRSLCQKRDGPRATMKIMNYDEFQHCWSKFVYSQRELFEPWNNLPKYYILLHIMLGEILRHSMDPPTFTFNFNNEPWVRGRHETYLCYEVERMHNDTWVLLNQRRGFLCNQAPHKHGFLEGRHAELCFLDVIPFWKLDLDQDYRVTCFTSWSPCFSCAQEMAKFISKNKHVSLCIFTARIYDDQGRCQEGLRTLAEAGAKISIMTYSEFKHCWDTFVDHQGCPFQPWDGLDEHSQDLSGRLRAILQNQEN
#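 HeLa cells stably expressing Vif and C-terminally eYFP-tagged A3G, seeded overnight at 37 deg C, then exposed to compound by pintool overnight at 37 deg C. Rise in yellow fluorescence (Ex 488/Em 500-530, Acumen) marks blocked Vif-driven A3G degradation.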
# Glioma ERSR ind: induces the endoplasmic reticulum stress response in human glioma cells; U87-MG GRP78 promoter luciferase reporter, 16 h; Potency, µM, for the others: top-dose activation, actives largely listed as activators; 420,000 compounds, 0.02% hits; AID 602332; also: potency is read from the fitted curve at half-maximal effect; series mostly up to about 76 µM; % of control where 0% means no effect; nearly all actives have a fitted effect of over 35% in size
#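 Stably transfected U87-MG human glioma cells carrying a GRP78-based luminescent sensor were seeded at 1000 cells/well, pin-dosed with compounds and incubated 16 h. Luciferase reagent was then added, and end-point luminescence was read after 10 min at room temperature.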
# Starred values were filed as active, the others as inactive; ? = inconclusive; . = no result given; & = joins results of further samples; [ ] = another dose, or the depositor's remark. Unless noted, calls follow the shape of the dose curve; as a rule, active = well fitted curve in the direction sought with a large enough effect; inconclusive = small, poorly fitted or top-dose-only effect, or another doubt; inactive = no such curve, though single readings can be large; an effect the other way counts as inactive or inconclusive.
1	CS(=O)(=O)c1ccccc1C(=O)Nc1ccc(S(=O)(=O)N2CCCC2)cc1
2	CCOc1ccc(CCNC(c2nnc(-c3ccccc3)o2)c2ccccc2Cl)cc1OCC (stereo not given)
3	Cc1oc2ccc(O)c(CN3CCOCC3)c2c1C(C)O (stereo not given)
4	COc1ccc(/C=C/C(=O)OCC(=O)Nc2ncc(Cl)cc2Cl)cc1
5	CC(=O)Nc1ccc(NC(=O)c2ccccc2S(=O)(=O)c2ccc([N+](=O)[O-])cc2)cc1
6	COc1ccc(/C=C(\C#N)C(=O)OCC(=O)Nc2ccc(C(C)(C)C)cc2)cc1

Assay by compound | 1 | 2 | 3 | 4 | 5 | 6
IDH1 R132H inh | -4% | 15% | 5% | 1% | 12% | -1%
RGS4 inh | 19% | -21% | -34% | -21% | -25%[11.4 µM] | -13%
USP1-UAF1 inh | -10% | ? | -15% | -10% | -14% | -17%
Vif-A3F inh | 3% | -5% | 5% | 0% | -9% | -1%
TrxR1 inh | 13%[57.1 µM] | -6% | -12% | -17% | 4% | 6%
LDHA block | 3 | 4 | 10 | -4 | 0 | 2
TrxR1 substrate | 8%[57.1 µM] | -7% | -11% | -8% | 2% | -4%
Vif-A3G inh | -6% | -6% | 0% | 0% | -8% | -1%
Glioma ERSR ind | -2% | 6% | -2% | 0% | 1% | -5%

7	CCCS(=O)(=O)N1CCN(Cc2ccco2)CC1
8	COc1ccc(CC2(CO)CCN(CC3=Cc4cc(Cl)ccc4OC3)CC2)cc1
9	Cc1nc(CN(C)C(=O)CC2C(=O)NCCN2Cc2ccc(-c3ccccc3)cc2)cs1 (stereo not given)
10	COC(=O)c1cc(S(=O)(=O)N2CCOCC2)c(N2CCOCC2)cc1N1CCOCC1
11	O=C1Nc2ccc(F)cc2C12Nc1ccccc1-c1nnc(SCc3ccccc3F)nc1O2 (stereo not given)
12	CCc1ccc(NC(=O)N2CC(C)Oc3ccc(C)cc32)cc1 (stereo not given)

Assay by compound | 7 | 8 | 9 | 10 | 11 | 12
IDH1 R132H inh | 2% | 3% | 1% | 9% | -4% | -9%
RGS4 inh | 47% | -17% | -31% | 16%[11.4 µM] | 3% | 3%
USP1-UAF1 inh | -8% | -29% | -14% | -3% | ? | -12%
Vif-A3F inh | 0% | 7% | 10% | -1% | -10% | 6%
TrxR1 inh | -7%[57.1 µM] | 7%[57.1 µM] | ? | 11%[57.1 µM] | 10% | 6%
LDHA block | -19 | 3 | 5 | 5 | 10 | 11
TrxR1 substrate | 3%[57.1 µM] | -3%[57.1 µM] | -6% | 15%[57.1 µM] | 2% | 4%[11.4 µM]
Vif-A3G inh | 1% | 0% | 4% | -4% | -4% | -12%
Glioma ERSR ind | -3% | -3% | 1% | 0% | 9% | 0%

13	CCCOc1ccc2c3c(c(=O)oc2c1OCCC)CCCC3
14	CC(=O)Nc1ccc(NC(=O)C2CCCCC2C(=O)O)cc1 (stereo not given)
15	Cc1ccc(S(=O)(=O)c2nnn3c2nc(N2CCOCC2)c2ccccc23)c(C)c1
16	O=C(Cn1c(=O)n(CC2CCCO2)c(=O)c2ccccc21)c1ccccc1 (stereo not given)
17	Cc1ccccc1NC(=O)c1ccc(CN(c2ccccc2)S(=O)(=O)c2ccccc2)cc1
18	COc1cc(O)c(C(CC(=O)N2CCOCC2)c2ccc(N(C)C)cc2)c(OC)c1 (stereo not given)

Assay by compound | 13 | 14 | 15 | 16 | 17 | 18
IDH1 R132H inh | 5% | 2% | 2% | 11% | 1% | 4%
RGS4 inh | -2% | -39% | 19% | -3% | -8% | 5%&-13%
USP1-UAF1 inh | -23% | -16% | -2% | -8% | -10% | ?
Vif-A3F inh | -8% | 5% | 6% | 3% | -9% | 3%
TrxR1 inh | 12%[57.1 µM] | 3% | -9% | 8%[57.1 µM] | -3% | 3%&11%
LDHA block | 5 | 3 | 1 | 0 | -6 | 1
TrxR1 substrate | 7%[57.1 µM] | 1% | -4% | -7% | -7% | 3%&3%
Vif-A3G inh | 0% | -1% | -2% | 2% | 0% | 1%&-3%
Glioma ERSR ind | 4% | -1% | -6% | -4% | -4% | -6%&-3%

19	O=C(CCC1CCCCC1=O)c1ccccc1 (stereo not given)
20	COc1ccc(CCNC(=O)CSc2nc(=O)n3cccc(C)c3n2)cc1OC
21	C=CCn1c(SCC(=O)Nc2cc(C)on2)nnc1-c1ccncc1
22	CSc1ccccc1NC(=O)C1=CC(c2ccc3c(c2)OCO3)=NS(=O)(=O)N1C
23	CCOc1ccc2cc(C3CC(c4ccco4)=NN3S(C)(=O)=O)c(Cl)nc2c1 (stereo not given)
24	Cc1ccc(S(=O)(=O)N2CCCCC2CCNC(=O)C(=O)NCc2cccnc2)cc1 (stereo not given)

Assay by compound | 19 | 20 | 21 | 22 | 23 | 24
IDH1 R132H inh | 3% | 1% | -6% | -13% | 10% | 9%
RGS4 inh | 10% | -13% | . | -4% | -8% | -3%
USP1-UAF1 inh | -9% | -16% | -12% | -14% | -16% | -16%
Vif-A3F inh | 4% | -5% | 2% | -1% | -10% | 5%
TrxR1 inh | 7% | -6% | . | 8% | -23% | 6%
LDHA block | -3 | -3 | -5 | -9 | 11&-6 | -5
TrxR1 substrate | 4% | -4% | . | -4% | -4% | 5%
Vif-A3G inh | 2% | 7% | -6% | 1% | -1% | -25%
Glioma ERSR ind | 3% | -4% | -3% | -4% | -3% | -3%

25	Cc1c(Cc2ccccc2)c(=O)oc2c(C)c(OCc3nn[nH]n3)ccc12
26	Cc1ccc(NC(=S)N(C)C)cc1C
27	Cc1nnc(SCC(=O)NC2CCCCCC2)n1N
28	Cc1cccc(OC(=O)c2ccc3nccnc3c2)c1
29	CCCN1C(=O)c2cc(C(=O)Nc3ccccc3C)ccc2C1Nc1ccccc1C (stereo not given)
30	CCOC(=O)C1=C(C)Nc2nc(SC)nn2C1c1ccc(C(=O)OC)cc1 (stereo not given)

Assay by compound | 25 | 26 | 27 | 28 | 29 | 30
IDH1 R132H inh | -6% | 0% | -3% | 4% | 3% | 10%
RGS4 inh | -9% | 2% | 4% | -8%[11.4 µM] | 11% | -8%
USP1-UAF1 inh | -20% | -17% | -9% | 1% | -22% | -5%
Vif-A3F inh | -5% | -6% | -9% | 3% | -7% | -1%
TrxR1 inh | -35% | 8%[57.1 µM] | 23% | -15%[57.1 µM] | 9% | -7%
LDHA block | -8 | -7 | -8 | 5 | -5 | -2
TrxR1 substrate | 92%[activator][57.1 µM] | 6%[57.1 µM] | -2% | 6% | -2% | -2%
Vif-A3G inh | -7% | 2% | 2% | 0% | 6% | 0%
Glioma ERSR ind | -1% | -4% | 4% | -3% | 2% | -4%

31	Cc1ccccc1-n1ncc2c1CC(C)(C)CC2NC(=O)C1CCC1 (stereo not given)
32	CCOC(=O)N1C(=O)C2(CCCCC2)N(c2ccccc2Cl)C1=S
33	Nc1ncncc1-c1ccc2ccccc2c1
34	Cc1cccc(OCC(=O)Nc2cccc(C(=O)OCc3cc(=O)n4nc(C(C)C)sc4n3)c2)c1
35	CCOC(=O)C1CCN(CCC(=O)Nc2cccc(Cl)c2)CC1
36	O=C(CSc1ncc(-c2ccc(F)cc2)n1Cc1ccco1)Nc1ccc2c(c1)OCO2
37	O=C(Nc1nnc(C2=COCCO2)o1)c1ccc(S(=O)(=O)N2CCOCC2)cc1

Assay by compound | 31 | 32 | 33 | 34 | 35 | 36 | 37
IDH1 R132H inh | -5% | 1% | -3% | 0% | 3% | 14% | -24%
RGS4 inh | 1% | -13% | 0% | -51% | -1% | -49% | 16%
USP1-UAF1 inh | -25% | -13% | -11% | -24% | -21% | -21% | -8%
Vif-A3F inh | -7% | -5% | 2% | -9% | -2% | -4% | -1%
TrxR1 inh | 3% | -12% | -9%[57.1 µM] | 16%[57.1 µM] | 2% | ? | -9%
LDHA block | -15 | -5 | -8 | -18 | -6 | 5 | -14
TrxR1 substrate | -3% | -12% | -1%[57.1 µM] | -1%[57.1 µM] | 6% | -6% | -12%
Vif-A3G inh | 1% | -5% | 1% | -3% | -1% | 0% | -6%
Glioma ERSR ind | -2% | -7% | -3% | 1% | -7% | 0% | -2%

# Compound activity deposited in PubChem by National Center for Advancing Translational Sciences (NCATS).

# An excerpt (hit frequency here may not be typical).
